# GAA850 FXN act: increases GAA850 frataxin promoter reporter activity; HEK293 lucGAA850 FXN promoter luciferase reporter, 24 h; percent of 10 µM SAHA response; activation, % at 6 µM; actives 0.56% (n = 360,000); AID 540364;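 active = activation above the average of all compounds screened plus 3 SD, cutoff fixed separately per campaign, cut at about 7.5% in these data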;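 note: 0% = DMSO wells and 100% = 10 µM SAHA wells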
# SMARCA2 act: activators of SMARCA2 function | activation, % at 9.1 µM | MG213 cells, MMTV-luciferase reporter, dexamethasone, overnight | actives 1% (n = 370,000); in the data active = activation above about 7.8%;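 note: 0% = vehicle wells and 100% = reference activator wells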
# DAX1 inh-1: NR0B1 (DAX1) inhibition | actives 0.99% (n = 340,000) | HEK293 Gal4-DAX1 luciferase reporter, luminescence | inhibition, % at 6.75 µM | AID 504766;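 active = inhibition above the mean over all tested compounds plus 3 SD, cut at about 4.2% in these data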;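 note: 0% = DAX1-transfected cells with DMSO and 100% = empty-vector control cells with DMSO; inhibition shows as a rise in luminescence from relieved DAX1 repression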
# Target sequence (P51843 207-470 limits assumed): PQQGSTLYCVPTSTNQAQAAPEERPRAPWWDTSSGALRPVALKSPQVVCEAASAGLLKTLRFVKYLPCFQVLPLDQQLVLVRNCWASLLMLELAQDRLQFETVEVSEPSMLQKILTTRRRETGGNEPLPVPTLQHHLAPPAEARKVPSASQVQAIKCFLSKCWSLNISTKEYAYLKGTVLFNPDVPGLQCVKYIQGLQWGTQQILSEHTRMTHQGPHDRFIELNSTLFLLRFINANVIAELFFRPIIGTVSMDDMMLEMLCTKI
# DAX1 inh-2: blocks DAX1 repression of SF-1 activated StAR promoter; HEK293T StAR-luciferase reporter, SF-1/DAX-1 repression relief; inhibition, % at 6.8 µM; actives 1.1% (n = 370,000); AID 652010;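 active = inhibition above the mean over all tested compounds plus 3 SD, cut at about 3.6% in these data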;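 note: 0% = DAX-1 cells with DMSO and 100% = cells lacking DAX-1 with DMSO; higher inhibition means more luminescence from relief of DAX-1 repression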
# ADAM17 inh: ADAM17 inhibition, QFRET primary screen. actives 0.83% (n = 370,000). inhibition, % at 6.95 µM. recombinant ADAM17, EDANS/DABCYL FRET peptide cleavage. P78536;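 active = inhibition above the mean of compounds lying between control limits plus 3 SD, set per campaign, cut at about 8.5% in these data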;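 note: 0% = DMSO-only wells as the low control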
# Target sequence (P78536 215-824 limits assumed): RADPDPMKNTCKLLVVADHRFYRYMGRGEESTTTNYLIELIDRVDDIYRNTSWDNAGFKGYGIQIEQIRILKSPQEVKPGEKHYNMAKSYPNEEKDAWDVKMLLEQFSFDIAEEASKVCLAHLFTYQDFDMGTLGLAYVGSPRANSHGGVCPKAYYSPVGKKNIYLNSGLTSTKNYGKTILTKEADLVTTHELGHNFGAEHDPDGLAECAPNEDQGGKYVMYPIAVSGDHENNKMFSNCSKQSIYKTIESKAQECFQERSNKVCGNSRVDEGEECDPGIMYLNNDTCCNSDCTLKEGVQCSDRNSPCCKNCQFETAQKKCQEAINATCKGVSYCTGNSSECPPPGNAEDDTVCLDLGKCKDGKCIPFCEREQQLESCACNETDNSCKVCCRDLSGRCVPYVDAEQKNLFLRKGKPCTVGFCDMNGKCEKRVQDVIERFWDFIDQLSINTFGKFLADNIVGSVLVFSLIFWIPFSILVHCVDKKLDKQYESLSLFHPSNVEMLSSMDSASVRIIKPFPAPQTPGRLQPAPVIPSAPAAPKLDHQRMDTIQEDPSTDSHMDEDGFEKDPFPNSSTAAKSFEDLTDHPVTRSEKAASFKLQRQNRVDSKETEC
# ssDAF-12 act: S. stercoralis DAF-12 activation, primary screen | actives 1% (n = 370,000) | AID 652126 | HEK293 ssDAF-12/GRIP1 lit1-tk-luc reporter, luminescence; % of 3 µM dafachronic acid response | activation, % at 6.8 µM;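 active = activation above the mean over all tested compounds plus 3 SD, cut at about 0.9% in these data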;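 note: 0% = DMSO-only wells and 100% = 3 µM delta7-dafachronic acid wells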
# hcDAF-12 act: H. contortus DAF-12 activation, primary screen | HEK293 hcDAF-12 lit1-tk-luc reporter, luminescence; 0% DMSO, 100% Δ7-dafachronic acid | activation, % at 6.8 µM | actives 1.4% (n = 370,000);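 active = activation above the mean of all tested compounds plus 3 SD, cut at about 5.5% in these data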;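 note: 100% = response to 3 µM Δ7-dafachronic acid high control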
# PG9 Ab binder: small molecules binding HIV-1 gp120 antibody PG9; TR-FRET gp120-PG9 antibody binding; inhibition, % at 6.7 µM; AID 624416; actives 0.43% (n = 360,000); in the data active = inhibition above about 8.5%
# NPR1 activator: GC-A (human) enzyme activation; P16066; HEK293 GC-A cells, cGMP TR-FRET, EC30 ANP; 0% at EC30 ANP, 100% saturating ANP; activation, % at 10 µM; actives 0.14% (n = 370,000); AID 1671463; in the data active = activation above about 40%
# hgDAF-12 ag: hgDAF-12 agonism, primary luciferase screen; actives 1.8% (n = 370,000); HEK293 GAL4-hgDAF12 UAS-luciferase reporter, agonist luminescence; normalized to butyrate control; activation, % at 6.8 µM; AID 687014;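 active = activation above a cutoff set at the mean of all screened compounds plus 3 SD, cut at about 10% in these data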;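 note: 0% = DMSO wells and 100% = sodium butyrate wells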
# ADAM10 inh: inhibits human ADAM10 | AID 720582 | inhibition, % at 7 µM | O14672 | recombinant ADAM10, EDANS/DABCYL FRET peptide cleavage, 3 h | actives 0.62% (n = 370,000);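 active = inhibition above a per-campaign cutoff equal to the mean of compounds falling between control-based bounds plus 3 SD, cut at about 20% in these data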;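 note: 0% = DMSO wells while the 100% control is not disclosed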
# Active calls of the source: *; i = inactive; / = no result given.
SMILES,GAA850 FXN act,SMARCA2 act,DAX1 inh-1,DAX1 inh-2,ADAM17 inh,ssDAF-12 act,hcDAF-12 act,PG9 Ab binder,NPR1 activator,hgDAF-12 ag,ADAM10 inh
CCOc1nc(NC(=O)NS(=O)(=O)Oc2ccccc2Cl)nc(-c2ccccc2)n1,3.5,3,0.1,0.1,-4,-1.1,0.2,-2.9,3,4.7,4
COC(=O)/C=C1/SC(=NC(=O)c2ccc(Cl)cc2)NC1=O,1.3,2,0.0,-0.4,-4,-1.5,0.1,-0.6,3,0.9,-2
Nc1nc2c(nc(N3CCCCC3)n2[C@@H]2O[C@H](CO)[C@@H](O)[C@H]2O)c(=O)[nH]1,1.4,-3,0.4,0.5,2,-1.2,-0.4,-5.2,0,-0.7,7
O=C(OC12CCCN(C1)/C(=C/c1ccccc1)C2)c1cccc(F)c1 (stereo not given),/,4,/,1.0,4,-0.6,-1.5,/,1,-2.1,7
COc1ccc(S(=O)(=O)n2cccc2)c(OC)c1,1.0,0,0.8,-0.1,-1,-0.5,0.1,-1.3,4,-0.3,2
Nc1ccc(CCCC(=O)NCc2cccnc2)cc1,-0.5,-6,2.0,3.1,8,-0.2,-1.2,0.0,3,3.2,1
CCc1ccc(CNC(=O)c2ccc(OC3CCN(C(=O)COC)CC3)cc2)nc1,2.3,0,0.9,-0.8,0,-0.3,1.0,-0.8,4,-1.4,6
COc1ccc(NC(=O)Cn2cccc2)cc1Cl,-0.8,-3,-0.4,0.2,-2,-1.4,-1.8,1.9,-1,-2.3,3
O=[N+]([O-])c1ccccc1Oc1ccccc1Cl,-1.0,1,0.8,-0.2,3,-0.9,0.9,-1.9,1,1.6,0
CCNC(=O)/C(=C/c1ccc2c(c1)OCO2)NC(=O)c1ccc(Br)cc1,0.2,2,0.4,-0.3,2,-1.2,-1.7,-1.6,1,0.1,11
Oc1ccc(/C=N/NC(=S)NCCN2CCOCC2)c(O)c1,4.6,0,-0.1,2.1,-21,-0.9,-1.4,-2.9,-3,-2.9,-77
CCCc1cc(C(=O)NCCc2ccccc2)no1,2.0,2,0.5,3.6,-3,-0.7,4.2,-0.8,2,11*,-12
C/C(=N\O)c1ccc(Cl)cc1Cl,1.8,-3,-0.6,0.0,-5,-1.6,0.3,-1.0,-1,0.8,-1
O=C(Nc1ccc2c(c1)OCO2)N1CCC(CO)(CC2CCCCO2)CC1 (stereo not given),2.7,-1,0.2,0.5,-6,-0.1,-1.0,1.7,0,3.6,-12
COc1ccc2nc(NN=C(C)c3ccccn3)cc(C)c2c1,0.8,2,-4.9,-0.4,-14,-0.8,-0.4,-1.2,-3,1.9,-35
CC(C)Oc1cccc(-c2nnc(SCC(=O)Nc3ccc4c(c3)OCCO4)n2N)c1,2.2,3,-0.3,-0.5,4,-2.1,-1.3,0.4,0,-1.7,11
CCn1ccnc1CN1CCc2c([nH]c3ccccc23)C1C1CCCCC1 (stereo not given),-1.5,-1,0.3,0.1,-5,0.1,0.6,0.2,4,-2.1,-3
Cc1ccc(C)c(N2CCN(C(=O)C3CCN(c4nnc(N5CCCC5=O)s4)CC3)CC2)c1,-2.8,0,-1.0,-1.0,3,-1.7,-2.2,-0.8,2,-2.2,-1
CCc1nc2c(OCc3ccccc3)cccn2c1N(C)C(=O)c1ccc(OC)cc1,1.5,-4,/,-1.5,0,-0.5,-0.1,-0.6,4,0.0,-2
Cn1c2c(c(=O)[nH]c1=O)C(c1cccc(O)c1)C1=C(N2)c2ccccc2C1=O (stereo not given),0.6,-1,-0.5,-2.0,-1,-1.7,-0.8,-12,8,0.7,-10
COc1ccc2c(COC(=O)CNS(=O)(=O)c3ccc(C)c(C)c3)cc(=O)oc2c1,0.3,-3,-0.8,-1.0,-316,-1.4,-0.8,0.1,3,0.8,i
O=C(C[C@H]1C/C=C\C[C@@H](Cc2ccc(F)cc2)C(=O)OC[C@H]2CCCN2C1=O)N[C@@H](CO)Cc1ccccc1,-0.9,-1,0.6,0.1,-1,-1.4,-0.9,0.1,0,-1.1,2
COc1ccc(N2CCN(C(=O)c3ccc(C)cc3Cl)CC2)cc1,-0.9,-2,1.2,-0.3,-6,-0.7,1.0,0.4,-3,-3.6,5
Cc1cc(/C([O-])=C(/C(=S)Nc2ccccc2)[n+]2ccccc2)c(C)n1-c1ccccc1,5.5,-3,1.5,-0.9,-3,-1.8,-2.4,-0.2,-6,0.6,-22
OCC1(Cc2cccc(Cl)c2)CCCN(Cc2ccc(F)c(F)c2)C1 (stereo not given),-0.2,-1,0.4,-0.1,3,-1.5,-1.4,0.7,-7,-0.6,3
Cc1nn(CC2CC2)c(=O)n1-c1ccc(Cl)cc1,1.7,-2,0.0,2.3,0,-1.2,-0.3,-2.4,3,1.7,7
Nc1ccc(Oc2ccc3nc(-c4ccccc4)c(-c4ccccc4)nc3c2)cc1,0.2,0,-0.7,-0.5,-1,-1.4,-0.2,-3.2,-6,2.4,9
CCCNC(=O)c1cc2cc([N+](=O)[O-])ccc2s1,1.3,-2,-0.4,-1.4,-1,-1.5,-2.8,-1.6,/,-0.5,1
COc1ccc(C(=O)O)cc1NC(=S)NC(=O)CSc1ccc(Cl)cc1,-1.4,2,0.5,-0.6,0,-1.0,-0.1,-0.2,1,0.2,1
O=[N+]([O-])c1ccc(NC(=S)N2CCN(c3ccc(F)cc3)CC2)cc1,-0.5,1,0.3,-0.6,1,-0.8,-0.7,-0.3,0,-1.0,9
O=C(CN1CCC(O)(c2ccccc2)CC1)Nc1ccc2c(c1)OCCO2,-1.1,-3,-1.0,-0.3,1,-2.1,-1.9,-0.7,-1,-4.2,-3
CC(NC(=O)CNC(=O)c1sc2ccccc2c1Cl)c1ccc(S(N)(=O)=O)cc1 (stereo not given),0.2,0,-1.0,-2.4,-3,-1.2,-0.7,4.2,1,-0.2,5
COc1cc(-c2cc(C(=O)O)c3cc4ccccc4cc3n2)cc(OC)c1OC,0.5,-3,0.6,-1.1,-12,0.1,-0.7,0.0,3,0.5,-39
CCCCc1cc(=O)oc2cc(OCC(=O)NCC3CCC(C(=O)O)CC3)ccc12 (stereo not given),-0.4,2,2.8,-0.4,-17,-1.5,-1.1,-0.8,1,-1.0,-79
CC(=O)Nc1ccc(CCc2nc3ccccc3[nH]2)cc1,1.4,1,0.5,0.4,-1,-1.2,0.6,-2.5,-2,-2.1,1
COc1ccc(C(=O)NCc2nnc(SCC(=O)Nc3nnc(C)s3)o2)cc1OC,1.6,-2,0.0,1.9,-2,-1.3,1.1,-0.7,3,0.2,7
CN(CCOc1ccccc1)CC(=O)Nc1cccc(C#N)c1,3.5,-2,-0.1,0.1,-2,-1.6,-1.6,-0.5,0,-3.1,7
Cc1cc(=O)n(Cc2ccccc2)c2ccccc12,2.8,0,1.3,0.0,-2,-0.9,-0.2,-0.8,-9,-2.2,3
COc1ccccc1CNC(=O)COC(=O)c1cc(C)oc1C,0.4,3,1.9,-0.8,1,-1.4,-1.4,-1.0,4,-2.4,12
COc1ccccc1N1C(=O)CC(N2CCN(c3ccc(F)cc3)CC2)C1=O (stereo not given),-0.3,2,0.1,-0.2,-2,-0.2,-1.5,-2.5,1,-1.0,0
Cc1ccc2nc(N3C(=O)C(O)=C(C(=O)c4ccc(C)o4)C3c3ccco3)sc2c1 (stereo not given),2.6,2,0.1,4.1*,-5,0.6,8.1*,2.2,-4,11*,-21
COC(=O)c1cc2c(n(Cc3ccccc3)c1=O)CCCC2=O,0.3,-2,0.1,1.2,-17,-1.2,-1.1,-0.3,-1,-0.7,-64
CCOc1ccc2[nH]cc(C(=O)O)c(=O)c2c1,3.1,-2,0.4,-1.1,-5,-0.7,-0.6,1.3,-2,-1.0,-10
O=C(NCC1CCCO1)c1nn2c(C(F)(F)F)cc(-c3cccs3)nc2c1Cl (stereo not given),2.7,-4,-1.1,0.1,-2,0.9*,0.0,-2.0,8,-1.6,-1
CC(C)OC(=O)CSc1nc(N)c(C#N)c(-c2ccco2)c1C#N,0.7,0,-1.0,-0.5,-28,-0.8,1.8,1.4,9,-2.1,-74
O=C(CN(C1CCCCC1)S(=O)(=O)c1ccc(Cl)cc1)NCc1cccnc1,0.2,-3,-3.2,-0.3,-2,-1.6,-3.1,-2.4,-5,-1.4,-2
CN(C)CCCN=Cc1c(-c2ccccc2)[nH]n(-c2nc3ccccc3s2)c1=O,-11,-3,-0.4,0.3,0,-2.2,-4.2,-1.5,-9,0.8,1
CC(=O)N1c2ccc(S(=O)(=O)NCC3CCC(C(=O)NCc4ccc(C)o4)CC3)cc2CC1C (stereo not given),-0.7,-1,-0.4,-0.4,-4,-1.4,0.7,-1.2,0,-0.2,2
Cc1ccc(N2CC(C(=O)Nc3c4c(nn3C(C)(C)C)CS(=O)(=O)C4)CC2=O)cc1C (stereo not given),1.2,-1,0.4,2.0,2,-0.8,0.7,-0.7,3,-1.6,-1
CCOc1cc(-c2c(C)c(C)nc(N)c2C#N)ccc1O,2.0,-1,0.6,0.2,-3,-1.4,-0.5,-0.6,2,-1.4,-5
CCn1cc(C(=O)NC(C)CCc2ccccc2)c(=O)c2cc(S(=O)(=O)N(C)C)ccc21 (stereo not given),0.9,-1,-0.2,-0.6,3,-1.3,-3.2,-1.2,-8,-0.2,8
Cc1c(CCC(=O)O)c(=O)oc2c(C)c(OCc3cc4c(cc3Cl)OCO4)ccc12,1.8,-2,0.4,0.0,-4,-1.0,-1.3,3.5,-1,0.7,-4
CCCC(C(=O)NC1CCCC1)N(Cc1ccccc1Cl)C(=O)c1snc(C(N)=O)c1N (stereo not given),-1.9,-1,-1.2,0.0,-16,-0.9,-1.7,0.5,-21,-1.0,-61
COc1ccc2[nH]c3c(=O)n(CCN4CCOCC4)cnc3c2c1,2.6,-1,2.3,-0.6,-214,-0.3,0.5,0.7,1,0.1,i
COc1cc(C(=O)Nc2sc(C(=O)N3CCOCC3)c(C)c2C#N)cc(OC)c1OC,-1.6,1,1.9,0.2,1,-1.0,-1.8,0.2,-2,-0.6,9
O=c1oc2ccc(C#CC3(O)CCCCC3)cc2cc1-n1cc(-c2ccccn2)nn1,-3.6,-4,0.9,-0.7,-2,-1.9,-2.8,0.9,1,-1.9,-6

# From PubChem BioAssay
